TCR CD3 inh: inhibitors of human TCR-CD3 interaction | TAMRA-labeled TCR probe fluorescence, biochemical | inhibition, % at 9.4 µM | 0.37% of 360,000 active; in the data active = inhibition above about 19%;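 also: recombinant mutant TCR 2C K166C tagged with TAMRA read by polarization; 0% = receptor in buffer alone and 100% = receptor with positive control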
NR1D1 modulator: Rev-erb alpha (human) modulation; P20393; Rev-erbα–FITC-DNA binding, fluorescence polarization, 90 min; activity, % at 10 µM; 0.79% of 370,000 active; AID 1259318;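 active = activity above about 14%, limit read from the data; passing the limit was not always enough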;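 also: 0% = DMSO wells with 35 nM protein and 100% = DMSO wells with 750 nM protein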
Target sequence (P20393 whole entry, looked up): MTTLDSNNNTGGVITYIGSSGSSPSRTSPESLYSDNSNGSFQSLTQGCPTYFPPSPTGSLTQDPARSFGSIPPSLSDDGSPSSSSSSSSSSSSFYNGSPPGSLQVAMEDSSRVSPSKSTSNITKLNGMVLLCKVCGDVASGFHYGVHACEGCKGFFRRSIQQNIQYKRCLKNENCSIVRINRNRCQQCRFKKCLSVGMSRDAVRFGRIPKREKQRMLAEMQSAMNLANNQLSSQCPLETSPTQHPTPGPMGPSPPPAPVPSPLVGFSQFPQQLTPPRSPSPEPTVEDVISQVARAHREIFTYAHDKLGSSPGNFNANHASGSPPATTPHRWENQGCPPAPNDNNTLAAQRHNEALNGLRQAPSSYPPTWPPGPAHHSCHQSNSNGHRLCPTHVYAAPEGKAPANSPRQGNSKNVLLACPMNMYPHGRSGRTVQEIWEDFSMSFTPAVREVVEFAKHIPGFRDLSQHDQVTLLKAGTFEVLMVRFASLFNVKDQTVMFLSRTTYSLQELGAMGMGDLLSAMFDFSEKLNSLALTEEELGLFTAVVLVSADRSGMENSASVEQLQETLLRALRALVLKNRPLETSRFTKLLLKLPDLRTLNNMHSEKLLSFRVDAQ
PG9 binder: small molecules binding HIV-1 gp120 antibody PG9. 0.43% of 360,000 active. TR-FRET gp120-PG9 antibody binding. inhibition, % at 6.7 µM; in the data active = inhibition above about 8.5%
SIAE inh: human SIAE inhibition, primary screen. SIAE FP-Rh probe binding, fluorescence polarization. inhibition, % at 9.66 µM. 0.69% of 370,000 active;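 active = inhibition above a cutoff: mean of compounds within the control limits plus 3 SD of those, cut at about 17% in these data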;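 also: 0% = plate median of compound wells and 100% = probe without SIAE protein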
rCAG binder: binds r(CAG) RNA repeats. inhibition, % at 3 µM. 1.3% of 370,000 active. r(CAG) RNA repeat, TO-PRO-1 dye displacement fluorescence;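 active = inhibition above the plate cutoff, the mean of all test compounds on that plate plus 3 SD, cut at about 35% in these data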;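 also: 0% = DMSO alone and 100% = 100 µM mitoxantrone as full dye displacement; higher means more dye released from RNA so lower well fluorescence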
ABHD4 inh: ABHD4 (mouse) inhibition, primary FP screen; Q8VD66; purified mABHD4, FP-Rh probe fluorescence polarization; inhibition, % at 8.92 µM; 0.54% of 370,000 active;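 active = inhibition exceeding the mean over every tested compound plus 3 SD, cut at about 30% in these data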;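 also: 0% = plate median of compound wells and 100% = S159A mutant with DMSO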
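system = mouse ABHD4 enzyme, wild type | medium = HEPES pH 7.0, NaCl, Pluronic buffer | also added = FP-Rh probe | incubation = Enzyme–compound pre-incubation 45 min, then probe 60 min, both 25 °C | technique = fluorescence polarization, excitation 525 nm, emission 598 nm, BODIPY TMR filters | controls = S159A mutant high control, sample median low control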
HTRA1 inhibitor: inhibitors of human serine peptidase HTRA1 | Q92743 | recombinant HTRA1, FP-rhodamine activity-based probe, fluorescence polarization | inhibition, % at 5.96 µM | 0.5% of 340,000 active | AID 504803; in the data active = inhibition above about 36%;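 also: 0% = enzyme with DMSO and 100% = wells lacking enzyme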
TDP2 inh: TDP2 (human) inhibition, absorbance primary screen. O95551. recombinant TDP2, T5PNP hydrolysis, p-nitrophenol absorbance 415 nm. inhibition, % at 12.8 µM. 0.34% of 370,000 active;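 active = inhibition above the mean of all tested compounds plus 3 SD, set per campaign, cut at about 25% in these data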;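 also: 0% = DMSO with enzyme and 100% = buffer with substrate but no TDP2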
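Material: recombinant human TDP2; quantity: TDP2 enzyme at 120 nM final; medium: Tris-HCl pH 7.5 with MgCl2; compound: single concentration, 12.8 µM nominal, with 1% DMSO; incubation: 2 h enzyme incubation at 37 °C; signal: epi absorbance; measure: percent inhibition; benchmarks: high control without enzyme, low control DMSO plus TDP2; repeats: singlicate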
PRMT1 FP inh: PRMT1 (human) inhibition, primary screen | recombinant PRMT1, activity-based probe fluorescence polarization | inhibition, % at 2.79 µM | Q99873 | AID 652257 | 1.3% of 370,000 active;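 active = inhibition above about 21% made by adding two undisclosed values, limit read from the data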
Target sequence (Q99873 whole entry, looked up): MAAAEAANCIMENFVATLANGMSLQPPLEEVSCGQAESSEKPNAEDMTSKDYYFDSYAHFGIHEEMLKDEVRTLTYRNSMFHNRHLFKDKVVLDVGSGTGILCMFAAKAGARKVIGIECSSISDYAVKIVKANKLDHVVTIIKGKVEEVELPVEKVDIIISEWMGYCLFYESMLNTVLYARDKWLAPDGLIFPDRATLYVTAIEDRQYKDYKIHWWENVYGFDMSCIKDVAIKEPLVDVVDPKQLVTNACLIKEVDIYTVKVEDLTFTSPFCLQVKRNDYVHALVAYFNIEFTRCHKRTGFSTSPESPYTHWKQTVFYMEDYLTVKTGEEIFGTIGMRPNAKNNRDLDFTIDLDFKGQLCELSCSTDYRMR
LEDGF integ inh: blocks HIV-1 LEDGF/p75-dependent DNA integration; TR-FRET IN-LEDGF/p75 DNA integration, Eu/Cy5; inhibition, % at 3.7 µM; 0.64% of 370,000 active;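 active = inhibition above the screen-wide mean plus 3 SD, cut at about 13% in these data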;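 also: signal is the Cy5 over europium emission ratio at 671 and 618 nm; 0% = plate median of compound wells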
An asterisk follows results filed as active; x = not tested or not shown; & = joins results of further samples. Only part of the results is shown; count on the stated rates, not on these rows.

Sample of the layout:
SMILES	TCR CD3 inh	NR1D1 modulator	PG9 binder	SIAE inh	rCAG binder	ABHD4 inh	HTRA1 inhibitor	TDP2 inh	PRMT1 FP inh	LEDGF integ inh
Clc1cccc(CN2C3=NCCCN3c3ccccc32)c1	-2.9	1.6	-0.4	-4.9	7.2	1.3	-0.5	-2.5	-0.8	3.1
COc1ccc(C2C(C(=O)c3sc(C)nc3C)=C(O)C(=O)N2CCN(C)C)cc1 (configuration not stated)	3.5	-2.5	-1.1	2.4	0.3	4.6	0.7	-4.6	2.6	1.2

Main list, from the first entry:
SMILES	TCR CD3 inh	NR1D1 modulator	PG9 binder	SIAE inh	rCAG binder	ABHD4 inh	HTRA1 inhibitor	TDP2 inh	PRMT1 FP inh	LEDGF integ inh
Clc1cccc(CN2C3=NCCCN3c3ccccc32)c1	-2.9	1.6	-0.4	-4.9	7.2	1.3	-0.5	-2.5	-0.8	3.1
COc1ccc(C2C(C(=O)c3sc(C)nc3C)=C(O)C(=O)N2CCN(C)C)cc1 (configuration not stated)	3.5	-2.5	-1.1	2.4	0.3	4.6	0.7	-4.6	2.6	1.2
CCOc1ccc(NC(=O)CNc2cccc(S(=O)(=O)N3CCCCCC3)c2)cc1OCC	0.3	1.5	-0.6	15.2	3.1	-2.3	-8.2	-0.4	-3.5	-2.7
COc1ccc(NC(=O)C(CC(=O)O)Cc2ccccc2)cc1 (configuration not stated)	-2.5	2.3	4.8	-2.0	1.3	-0.4	0.9	-6.2	5.2	1.2
O=C(Nc1cccc(Cl)c1)c1ccc2c(c1)SC1=NS(=O)(=O)CCN12	5.9	13.1	3.4	-0.5	6.2	-5.0	-6.4	0.3	-0.5	1.3
O=C1CCC/C(=N\NC(=O)c2ccc(COc3ccccc3-c3ccccc3)cc2)C1	2.7	-1.6	0.3	-8.9	11.2	-17.3	-34.8	-5.0	-4.1	-2.4
COc1ccc(S(=O)(=O)c2c(O)c3ccc(C(=O)Nc4cccc(F)c4)cc3[nH]c2=O)cc1	-2.1	-0.1	1.9	-4.1	20.1	-25.3	-11.6	-11.8	11.1	-0.1
Cn1cc(/C=N/NC(=O)c2ccccc2O)c2ccccc21	13.1	3.2	-2.8	9.8	8.1	1.6	9.9	-3.7	-0.3	-0.7
CN(Cc1nc(CCc2ccccc2)no1)Cc1cccs1	11.1	-2.2	-1.1	-0.2	-9.4	0.5	-1.2	-1.9	-3.5	0.6
C[C@H](Cc1ccccc1)Nc1ncnc2c1ncn2[C@@H]1O[C@H](CO)[C@@H](O)[C@H]1O	-5.9	1.5	-0.2	1.2	1.3	-4.5	-2.5	-0.6	-2.4	2.7
CCOC(=O)CN(C(=O)CSc1nnc(Cc2ccccc2)n1-c1ccc(C)cc1)c1ccccc1	3.6	-5.4	1.2	5.3	0.7	5.0	-6.3	3.9	-3.4	0.6
Cc1sc2ncnc(SCC(=O)N3CCCC(C(N)=O)C3)c2c1C (configuration not stated)	4.4	5.6	-2.6	12.4	-0.9	3.2	5.1	10.5	-3.2	-1.1
O=C1c2ccccc2C(Nc2ccc3nc(-c4cccnc4)[nH]c3c2)N1Cc1ccco1 (configuration not stated)	4.0	-1.6	-0.3	8.0	3.5	23.5	-3.2	3.3	-1.4	2.1
Cc1ccc(S(=O)(=O)Nc2ccc3ccccc3c2)cc1	-9.9	-4.2	-0.6	-8.7	8.0	-35.3	-28.8	-11.9	-1.5	1.7
Cc1cc(=O)c2c([nH]1)c(C)cc1[nH]c(C)c(C)c12	-5.2	-7.3	-8.2	5.7	3.3	8.6	11.7	2.9	-1.7	-1.9
Cc1ccc(/C=C/C(=O)NC(C)c2ccccc2)cc1 (configuration not stated)	-0.6	3.5	-1.6	-0.8	-2.9	-9.0	-6.2	7.1	-0.2	-1.8
C#CCNC(=O)C[C@H]1C(=O)N(Cc2ccc(OC)cc2)C2=CCCCC[C@@]21C(=O)OC	x	-3.2	x	-5.2	0.0	2.4	x	8.4	-3.9	3.0
CCC(CC)C(=O)c1c[nH]c(C(=O)NCc2ccccn2)c1	-0.7	4.0	1.3	-2.1	-0.8	-0.9	5.3	-9.7	-0.1	3.5
c1cnc(SCC2CCCCC2)c(-c2nc3ccccc3[nH]2)c1	x	31.7*	x	-5.5	0.3	-0.4	x	1.5	-7.2	5.0
CC(C)(C)c1ccc(NC(=O)COC(=O)CCN2C(=O)c3cccc([N+](=O)[O-])c3C2=O)cc1	0.3	0.0	2.0	8.2	3.0	-6.2	5.4	0.3	-0.1	-0.5
O=C(O)CCC(NC(=O)C1CCCN1C(=O)OCc1ccccc1)C(=O)O (configuration not stated)	1.8	1.5	-1.1	-2.4	-2.6	0.6	0.3	5.2	-1.7	-4.2
Cc1ccc(OC(C)C(=O)Nc2ccncc2)cc1 (configuration not stated)	-1.6	-2.3	2.5	5.4	-1.1	3.2	-0.7	5.2	0.0	4.3
C=CCn1c2ccccc2c2nnc(SC(CC)C(=O)Nc3sc4c(c3C#N)CCCC4)nc21 (configuration not stated)	-8.2	2.4	0.8	-6.4	3.4	9.2	-2.0	-0.6	0.9	2.6
Cc1cccc(CCNS(=O)(=O)c2ccc3c(c2)oc(=O)n3C)c1	-0.5	6.6	18.1*	-2.3	-1.2	-5.2	-0.7	-6.2	-0.8	2.1
O=C(c1cc(S(=O)(=O)N2CCOCC2)c(Cl)cc1Cl)N1CCCC1	-3.1	-3.6	-2.2	-3.6	0.5	1.5	4.4	-15.1	-4.0	-1.8
CCC(C)C(=O)Nc1ccc(S(=O)(=O)N2CCCC2)cc1 (configuration not stated)	-0.6	2.0	1.6	-0.6	-2.1	1.9	2.0	-9.4	-0.8	-1.7
COc1cccc2c1C(CO)N1C(C#N)C3CC(C(=O)O)C(C1C2)N3C (configuration not stated)	-4.1	1.0	4.2	3.8	-0.1	1.9	-3.1	-3.1	6.8	0.8
Cc1ccc(-c2nc3ccccc3c(=O)n2NC(=S)N(C)C)cc1	-0.9	3.8	1.3	5.4	-3.3	10.4	-0.8	5.8	5.2	-2.5
CN(C1CCCCC1)S(=O)(=O)c1ccc2c(c1)c(=O)c(C(=O)NCCCN1CCCC1)cn2C	-1.2	-1.3	-1.3	-2.9	2.4	0.2	-1.7	-1.7	-2.1	0.6
O=c1[nH]c2ccccc2cc1CN(Cc1ccco1)S(=O)(=O)c1ccc(F)cc1	-2.3	5.2	-1.0	2.7	2.1	4.2	-13.2	-9.0	1.2	-6.5
COc1ccc(N/C(=N\c2nc(C)cc(C)n2)NC(=O)C(C)C)cc1OC	3.3	-4.5	-1.4	6.6	-2.5	2.2	-0.2	-1.6	-0.8	1.2
O=C(N1CCN(S(=O)(=O)c2ccc(Cl)cc2)CC1)n1ccnc1	2.5	-8.2	1.0	-3.7	0.1	12.5	-2.4	11.7	0.5	-0.9
O=C(CCc1nc(-c2ccccc2)no1)N1CCCC1	7.8	3.0	-1.1	-5.0	1.9	5.8	3.2	3.4	-0.8	-3.1
CS(=O)(=O)c1ccc2nc(NC(=O)c3ccc(NS(=O)(=O)c4cccc([N+](=O)[O-])c4)cc3)sc2c1	4.8	-1.0	-2.3	-45.8	72.5*	-2.6	-8.1	-2.3	1.7	4.3
O=C(CSc1ncn[nH]1)CSc1ncn[nH]1	-3.8	-1.9	-2.1	0.8	-2.6	2.7	5.3	-2.7	8.2	-4.5
O=C1c2ccccc2C(c2nnnn2Cc2ccccc2)N1Cc1cccs1 (configuration not stated)	3.4&-2.1	-4.6&8.0	-1.6&0.2	0.6&-0.5	1.8&-0.6	-5.6&-2.2	x	-3.8&6.3	2.4&3.8	0.2&-1.4
COc1cccc(CN(C)C(=O)c2ccc(N3CCCC3)c([N+](=O)[O-])c2)c1	-3.8	3.4	0.1	3.6	-6.7	7.3	-7.8	-3.3	1.7	2.6
COc1ccc(-c2nnc3sc(CCN4C(=O)c5ccccc5C4=O)nn23)cc1	7.7	3.8	-0.6	-6.4	-0.9	-6.3	-14.1	9.2	-0.4	0.5
Cc1cccc(NC(=O)C2C3CCC4C(CCC32)C4(Cl)Cl)c1 (configuration not stated)	1.2	3.8	1.1	-1.0	-1.8	-11.5	-54.2	-3.3	2.9	0.9
CC(C)(C)Nc1nc(Nc2ccc([N+](=O)[O-])cc2)nc(NC(C)(C)C)n1	5.0	2.1	-0.9	-0.4	0.3	2.4	7.6	-2.2	-0.3	-0.7
Cc1ccc(Cl)cc1NC(=O)Nn1cnnc1	6.6	1.4	-0.5	10.1	-0.9	2.1	-0.3	9.2	-1.8	-0.3
Cc1ccc(S(=O)(=O)N(C)C)cc1-n1c(SCC(=O)N(C)C)nc2ccccc2c1=O	4.0	-1.3	0.0	-1.7	5.9	-1.1	-1.5	-1.8	-0.1	3.3
N#Cc1ccccc1OCC(=O)OCC(=O)NCc1ccc2c(c1)OCO2	0.9	6.3	1.4	-0.2	0.9	-1.3	5.6	4.5	0.7	-2.4
CCCC(=O)Nc1cc(S(=O)(=O)N(CC)CC)ccc1Cl	9.1	-4.3	-2.7	1.7	3.1	2.6	-7.8	4.9	0.6	1.4
COc1ccccc1/C=C/C(=O)NCCc1ccccn1	-2.6	1.8	-2.1	5.7	-3.0	6.6	6.7	5.2	-2.6	-4.0

Looked up one by one from the list above:
SMILES	TCR CD3 inh	NR1D1 modulator	PG9 binder	SIAE inh	rCAG binder	ABHD4 inh	HTRA1 inhibitor	TDP2 inh	PRMT1 FP inh	LEDGF integ inh
Cc1ccc(Cl)cc1NC(=O)Nn1cnnc1	6.6	1.4	-0.5	10.1	-0.9	2.1	-0.3	9.2	-1.8	-0.3
O=C(CSc1ncn[nH]1)CSc1ncn[nH]1	-3.8	-1.9	-2.1	0.8	-2.6	2.7	5.3	-2.7	8.2	-4.5

Next records.
SMILES	TCR CD3 inh	NR1D1 modulator	PG9 binder	SIAE inh	rCAG binder	ABHD4 inh	HTRA1 inhibitor	TDP2 inh	PRMT1 FP inh	LEDGF integ inh
O=C(NCCc1ccccc1)C1c2ccccc2C(=O)N1Cc1cccs1 (configuration not stated)	-1.6	-1.7	0.6	-1.2	-3.5	1.9	-9.8	2.8	1.1	3.2
COc1ccc(-n2c(SCC3OCCO3)nc3c(sc(=S)n3-c3ccccc3)c2=O)cc1OC	9.1	9.9	-0.3	-9.6	3.5	-1.4	-11.7	-10.4	1.4	3.9
CCOC(=O)c1sc2ncnc(N3CCN(c4ccc(OC)cc4)CC3)c2c1C	-5.5	5.6	-1.0	-0.9	-1.6	-10.4	1.2	-1.5	2.0	2.3
O=C(c1ccc(-c2ccccc2)cc1)C1CCCN(Cc2ccncc2)C1 (configuration not stated)	-0.8	5.4	-4.5	-4.3	-6.4	-10.6	-12.3	-7.5	1.4	2.8
O=C(NCc1ccccn1)C1CCC(CNS(=O)(=O)c2cccc3nsnc23)CC1 (configuration not stated)	1.1	1.3	0.6	6.2	-0.7	-3.8	3.0	-3.3	-4.5	8.7
OC(CNCc1ccccc1)COc1ccccc1 (configuration not stated)	7.6	-1.0	0.2	0.3	-1.4	-0.3	-2.1	-3.3	-0.6	-0.3
CCCCCCN1C[C@@H](O)[C@H](n2cc(COC(=O)c3ccccc3)nn2)C[C@@H]1c1ccc(Cl)cc1	-4.8	-0.8	1.2	-2.5	2.1	-7.4	-2.0	4.6	-2.5	-1.9

Screens as filed in PubChem.
